# TROY NFkB inh: blocks TROY-dependent signaling in reporter cells | Q293 LMP1-TROYcd NF-kB luciferase reporter, 4 h | inhibition, % at 10 µM | actives 0.98% (n = 360,000) | AID 1347056;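 active = compounds whose plate-normalised and pattern-corrected inhibition of the luciferase reporter signal at the single screening dose is 50% or more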
# NOD2 RIPK2 PPI: blocks binding of human NOD2 to RIPK2; CHO BLA complementation NOD2-RIPK2, CCF4 ratio; inhibition, % at 4.98 µM; actives 0.38% (n = 360,000); AID 624267; O43353; in the data active = inhibition above about 21%;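 also: 0% = vehicle only and 100% = reference blocker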
# TLR9-MyD88 inh: inhibitors of human TLR9-MyD88 binding. Q9NR96+Q99836. CHO BLA complementation TLR9-MyD88, CCF4 FRET ratio. inhibition, % at 4.98 µM. actives 0.21% (n = 340,000);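 active = inhibition above the mean over all tested compounds plus 3 SD, cut at about 21% in these data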;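 also: 0% = DMSO only wells and 100% = clavulanate BLA inhibitor control wells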
# NR2F2 inh: blocks human COUP-TFII nuclear receptor; HEK293T NGFI-A luciferase reporter, luminescence; P24468; actives 0.7% (n = 370,000); inhibition, % at 8.6 µM;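 active = inhibition above a per-plate cutoff, mean inhibition of test wells between control levels plus 3 SD, cut at about 38% in these data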;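 also: cells cotransfected with COUP-TFII expression vector driving the NGFI-A reporter; 0% = median of COUP-TF2 test wells and 100% = reporter-only cells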
# C8 TRAIL sens: sensitizes caspase-8 expressing cells to TRAIL; NB7+C8 cells + TRAIL, ATPlite viability luminescence; inhibition (viability loss, TRAIL sensitization), % at 10 µM; actives 1% (n = 360,000);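 active = compounds causing at least 50% loss of cell viability in the single-dose screen, relative to plate controls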
# TWEAK-Fn14 inh: TWEAK-Fn14 signaling inhibition; AID 1159606; actives 2% (n = 360,000); TWEAK-stimulated Fn14 reporter cells, luciferase luminescence, 8 h; inhibition, % at 10 µM; in the data active = inhibition above about 50%
# NCOA2 inhibitor: human SRC2 (NCOA2) inhibition; Q15596; HEK293 GAL4-SRC2 luciferase reporter, luminescence; inhibition, % at 9 µM; actives 0.17% (n = 370,000); AID 651957;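 active = inhibition above the mean inhibition of all tested compounds plus 3 SD, set per campaign, cut at about 52% in these data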;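 also: 0% = DMSO treated cells and 100% = cells given Gossypol at 36 µM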
# NCOA1 inh: human NCOA1 inhibition. Q15788. actives 0.12% (n = 360,000). HEK293 GAL4-SRC1 luciferase reporter, luminescence. AID 588354. inhibition, % at 3.6 µM;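 active = inhibition above the campaign mean plus 3 SD, with each screening campaign given its own cutoff, cut at about 60% in these data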;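 also: 0% = DMSO treated cells and 100% = gossypol at 36 µM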
# NR5A2 inv ag: inverse agonists of human LRH-1 (NR5A2). HEK293T StAR-luciferase reporter, LRH-1 transfected, 24 h. inhibition, % at 3.6 µM. actives 0.13% (n = 360,000). AID 602396;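 active = inhibition above the mean inhibition of all tested compounds plus 3 SD, cut at about 73% in these data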;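 also: 0% = DMSO wells and 100% = reporter-only cells lacking LRH-1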
# SRC3 inh: human NCOA3 inhibition; Q9Y6Q9; HEK293 GAL4-SRC3 luciferase reporter, luminescence; inhibition, % at 3.6 µM; actives 0.17% (n = 360,000); AID 588352;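 active = inhibition above a per-campaign cutoff, the mean of all compounds plus 3 SD, cut at about 60% in these data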;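 also: 0% = DMSO-treated cells and 100% = gossypol-treated cells at 36 µM; higher means less SRC3-driven luciferase light from the GAL4 reporter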
# EBV LMP1 NFkB: reduces LMP1-driven NF-kappaB luciferase signal | LMP1-induced NF-kappaB luciferase reporter cells, luminescence | inhibition, % at 12.5 µM | actives 0.69% (n = 350,000); in the data active = inhibition above about 41%;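 also: 0% = neutral control wells and 100% = reference inhibitor control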
# * = called active by the depositor; nt = not tested or not shown.
compound,NR5A2 inv ag,NCOA1 inh,EBV LMP1 NFkB,C8 TRAIL sens,TWEAK-Fn14 inh,NR2F2 inh,NOD2 RIPK2 PPI,NCOA2 inhibitor,SRC3 inh,TROY NFkB inh,TLR9-MyD88 inh
COc1ccc(-c2nc(CN3CCN(C(=O)c4ccco4)CC3)c(C)o2)cc1OC,3.5,9.5,1.4,-12.2,-10.6,1.1,9.1,1.9,18.8,-3.0,14.2
COc1cc(/C=C2\C(=O)N(C)C(=S)N2C)ccc1O,-3.5,-16.1,-1.6,7.5,-16.5,-15.6,0.8,12.6,-3.7,-3.6,-3.6
COc1ccc2[nH]c3c(c2c1)CCN1C(=O)N([C@@H](C)C(=O)NCCc2ccc(F)cc2)C(=O)[C@]31C,7.1,-7.3,1.6,4.6,-8.8,14.0,5.3,14.6,1.8,-7.6,-3.3
N#Cc1nc(-c2ccco2)oc1N1CCN(c2ccccc2)CC1,-7.8,-3.8,-1.3,-7.6,48.8,-2.2,-1.9,-8.7,-0.4,nt,0.2
Cc1cnc(C(=O)OCC(=O)c2ccc(Br)s2)cn1,-12.9,-4.0,-2.5,-0.4,-7.0,4.8,5.1,-17.0,-18.5,-4.1,1.1
CCOC(=O)c1cnn(-c2ccccc2)c1NC(=O)c1cccs1,30.6,16.3,-1.8,3.4,13.0,17.1,5.7,-5.5,16.5,-27.4,1.6
CN(C)c1ccc(-c2noc(C3CCN(S(=O)(=O)c4cccc(Cl)c4)CC3)n2)cc1,6.5,-15.9,-7.6,6.0,-23.6,-16.1,-1.3,3.5,16.8,41.4,5.8
CN(C)CCCNC(=O)c1cccc(-c2cnc3cccnn23)c1,5.7,10.7,nt,-2.9,0.8,10.0,-0.9,21.2,-12.4,-12.2,nt
Cc1sc(NC(=O)CSc2nnc3scc(-c4ccccc4)n23)c(C#N)c1C,4.0,1.8,13.9,7.7,-24.3,7.8,-5.1,-7.3,14.7,16.9,6.2
CCC/C=N/NC(=O)c1cc(Br)ccc1O,-20.0,-1.1,2.3,4.4,-0.5,-9.7,-11.8,-7.6,9.8,-46.2,0.5
COc1ccc(OC)c(C2CC(c3ccccc3)=NN2C(=S)Nc2ccccc2)c1 (centres undefined),9.9,-0.9,3.9,18.1,9.4,13.2,-9.4,-8.7,26.3,-1.7,1.4
O=C(NCCCN1CCCC1=O)C(=O)Nc1cccc(F)c1,-111.6,-113.8,-24.6,-1.8,10.8,-10.6,-2.7,-42.2,-63.0,-36.8,-3.7
COc1ccc(-c2sc(Nc3ccccc3)n[n+]2-c2ccc(F)cc2)cc1Br,-27.6,9.1,8.2,21.5,-55.7,2.7,-18.1,-2.8,-4.5,-10.4,-3.2
CCOC(=O)CSc1nc(N(C)C)nc(N(C)C#N)n1,-2.3,-12.5,-0.3,-6.9,4.4,-1.3,-1.4,-18.8,2.0,1.3,6.1
CCCNC(=O)Nc1cccc(NC(C)=O)c1,-17.0,1.7,-3.1,-17.6,-32.8,-15.7,6.7,-10.0,16.6,-9.6,-6.7
COc1ccc2oc(C(=O)Nc3cccc(S(=O)(=O)N4CCOCC4)c3)c(C)c2c1,-6.9,-8.4,-20.6,11.1,5.3,-7.2,-7.5,-46.9,-16.4,-21.2,5.6
CC(=O)Nc1cccc(NC(=O)C2CC(=O)N(CCc3ccc(F)cc3)C2)c1 (centres undefined),8.1,18.3,-4.0,-1.9,-7.4,-9.2,-4.9,-17.2,8.4,2.8,-6.0
Cc1nonc1C1CCCN1C(=O)c1cc(COc2ccc(F)cc2F)on1 (centres undefined),-135.8,-113.0,-23.9,-6.8,-18.7,-21.6,-6.7,-45.8,-86.0,-55.9,-9.8
CCN(CC)S(=O)(=O)c1ccc(N2CCOCC2)c(NC(=O)C2CSC3(C)CCC(=O)N23)c1 (centres undefined),18.7,-5.2,1.6,-1.1,-2.2,2.7,-6.2,3.3,22.6,-13.4,-10.0
CCN(CC)S(=O)(=O)c1cc(C(=O)Nc2cc(S(=O)(=O)N3CCOCC3)ccc2N2CCN(C)CC2)ccc1C,0.0,-3.7,-5.4,-3.2,-15.1,4.9,3.3,-3.4,-15.2,-4.1,-7.1

# Next results follow.
compound,NR5A2 inv ag,NCOA1 inh,EBV LMP1 NFkB,C8 TRAIL sens,TWEAK-Fn14 inh,NR2F2 inh,NOD2 RIPK2 PPI,NCOA2 inhibitor,SRC3 inh,TROY NFkB inh,TLR9-MyD88 inh
C[C@@H]1CN([C@H](C)CO)C(=O)CCCn2nncc2CO[C@@H]1CN(C)C(=O)Nc1ccc(N2CCN(C)CC2)cc1,-4.4,-7.6,-4.4,-0.9,7.5,-3.9,-3.4,8.8,-13.5,-6.3,7.8
O=C(CN1CCN(c2ccc(Cl)cc2)CC1)NCc1ccccc1,-3.3,-8.0,-1.0,4.0,-2.3,13.9,0.1,14.3,-10.2,-11.7,4.8
COc1ccccc1CNC(=O)CN1C(=O)NC(C)(c2ccc(C)cc2)C1=O (centres undefined),6.9,-14.8,-5.6,-10.3,6.4,1.2,-9.0,16.2,-4.2,-9.0,2.7
COc1cc(/C=N/NC(=O)c2sc3nc(C)cc(C)c3c2N)ccc1O,-13.8,-8.4,3.8,28.6,-3.3,-32.8,-1.8,-57.6,-19.6,-18.3,nt
CCOc1ccc(S(=O)(=O)N(C)c2ccc(OCC(=O)N3c4ccc(C)cc4C4CN(C)CCC43)cc2)cc1 (centres undefined),-7.2,-16.9,-4.1,19.4,46.6,-2.9,-0.2,14.3,-11.6,9.4,-1.2
O=C(c1cnc2sccn2c1=O)N1CCc2ccccc2C1,8.5,-16.9,-7.6,-23.3,-2.5,5.1,1.2,-5.8,12.9,-28.6,-2.9
OCCCNC(=S)Nc1ccc(Br)cc1Cl,-19.1,-19.8,-16.4,-14.0,-5.2,12.9,-5.1,-17.0,-2.1,-22.6,-14.7
COc1ccc2[nH]cc(C(=O)CN3CCCCC3)c2c1,-6.3,-9.9,-2.7,3.8,11.4,-3.8,-10.1,-26.3,-4.8,nt,-4.3
CC1(C(=O)NS(=O)(=O)C2CC2)CCN(C(=O)COCc2ccccc2)C1 (centres undefined),13.4,2.6,nt,-4.4,2.4,11.2,-11.1,-43.4,-8.5,-4.3,nt
COCCCn1c(C)csc1=Nc1cccnc1,-8.8,8.8,-10.0,9.0,-14.6,5.9,-6.2,-7.0,5.5,9.4,8.3
O=C(CSc1nnc(-c2cccnc2)o1)Nc1ccccc1Br,-9.4,-0.9,-12.2,3.0,-6.9,-3.2,-13.2,-10.6,-9.1,-11.1,-2.1
N#Cc1cnn2c1nc(N1CCCCC1)c1ccccc12,6.9,-16.4,2.5,13.0,20.0,0.5,-10.8,8.5,-0.2,27.8,2.8
COc1ccc([C@@H]2[C@@H]3C(=O)N(C(C)(C)C)C(=O)[C@@H]3[C@]3(Cc4ccccc4)C(=O)N(c4cccc(F)c4)C(=O)N23)cc1,14.7,-11.3,2.0,-7.9,-12.3,-2.8,5.6,-10.4,16.4,-22.0,-11.9
NS(=O)(=O)c1ccc(CCNC(=O)C(=O)NCC2OCCN2C(=O)c2ccc3c(c2)OCO3)cc1 (centres undefined),8.9,7.8,-9.7,-1.6,0.1,-3.6,4.9,-2.2,5.9,2.8,4.3
CCOC(=O)N/N=C\c1ccc(OC/C=C/c2ccccc2)cc1,12.1,-5.8,2.6,-1.1,4.5,-3.8,-0.1,-9.6,18.4,-23.6,4.2
O=S(=O)(NCc1ccco1)c1ccc(Cl)nc1,10.7,-11.8,-29.4,6.0,-2.4,-2.7,-0.9,-3.4,23.4,-2.8,6.7
COc1cccc(OCC(=O)NNC(=O)c2ccc(-c3ccccc3)cc2)c1,-6.6,-4.9,-6.1,-14.3,-8.6,2.8,-2.5,3.4,2.4,-0.4,-2.7
CC(C)COc1ccc(C(=O)NNC(=O)c2ccc(=O)[nH]c2)cc1,10.5,-3.6,-4.2,10.4,5.9,13.6,0.6,-1.1,-7.7,9.8,3.5
Nc1ccn([C@@H]2O[C@H](CNC(=O)[C@@H](Cc3cccnc3)NC=O)[C@@H](O)[C@H]2O)c(=O)n1,-5.4,3.2,4.2,-12.3,-18.7,2.0,4.9,3.9,-13.8,1.6,-0.4
CSCCC(/C(O)=C(\C#N)c1nc2ccccc2[nH]1)N1C(=O)c2ccccc2C1=O (centres undefined),-2.0,-7.6,6.9,21.4,6.4,-16.0,-8.2,-6.0,21.1,-5.4,-6.0

# Carrying on.
compound,NR5A2 inv ag,NCOA1 inh,EBV LMP1 NFkB,C8 TRAIL sens,TWEAK-Fn14 inh,NR2F2 inh,NOD2 RIPK2 PPI,NCOA2 inhibitor,SRC3 inh,TROY NFkB inh,TLR9-MyD88 inh
O=C(Nc1nnc(-c2ccc3c(c2)OCCO3)o1)C1CCCCC1,-28.8,-57.6,-10.1,4.9,6.9,-12.8,-3.8,-30.3,-31.5,-40.6,-8.0
Cc1[nH]c2ccccc2c1C(=O)CSc1ccccn1,-24.9,-8.6,-3.8,-7.6,-0.3,-24.1,0.3,-88.4,-0.5,-30.0,1.6
Cc1cccc(NC(=O)CSc2nnc(CSc3nc(C)cc(C)n3)n2Cc2ccco2)c1,-11.7,11.2,3.0,-2.4,-19.9,22.6,7.1,-14.9,1.1,6.2,-9.2
COc1cccc(/C=N/Nc2nc(-c3cccnc3)nc3ccccc23)c1,-11.2,-3.2,7.0,27.1,12.1,0.1,-3.6,-12.7,-6.9,18.8,2.8
CCC1CCCCN1C(=O)c1noc(C(C)C)c1[N+](=O)[O-] (centres undefined),5.3,0.4,1.6,0.2,16.7,9.1,-7.5,2.7,-7.3,7.8,-13.7
COc1ccc(-c2csc(C(C)(NC(C)=O)c3ccc(OC)cc3)n2)cc1 (centres undefined),4.1,5.0,nt,-4.5,-11.2,17.3,-9.3,0.0,3.2,-4.7,nt
CCOC(=O)c1ccccc1-n1nnnc1C,12.9,-2.5,0.3,-7.4,-3.8,1.6,11.9,7.2,7.7,11.1,10.5
COc1ccc2nc(NC(=O)c3ccc([N+](=O)[O-])o3)sc2c1,2.7,-65.8,-16.1,53.7*,-8.2,-19.8,-0.1,-21.2,-79.0,-36.2,3.3
Cc1c(Br)c([N+](=O)[O-])nn1CC(=O)Nc1ccc2nc3n(c(=O)c2c1)CCCC3,14.4,7.0,4.7,-2.3,16.7,12.4,-3.3,16.0,2.7,11.8,-15.2
O=C(CCN1C(=O)c2ccccc2S1(=O)=O)N1CCN(c2cccc(Cl)c2)CC1,12.4,0.0,4.5,-10.1,2.6,-6.0,9.2,4.0,-1.9,23.6,-0.7
COc1ccc(NC(=O)C[C@H]2C(=O)N(c3ccc(Br)cc3)C[C@@H]2C)cc1,1.1,7.8,-0.3,11.8,6.3,0.8,-10.7,12.1,-16.2,11.3,4.4
C#CCOCCOCCOCCNc1nc(N2CCN(C(=O)[C@H](CCCCN)n3cc([C@@H](N)C(C)CC)nn3)CC2)nc(N2CCN(C(=O)[C@H](Cc3ccc(O)cc3)n3cc([C@@H](N)CC(C)C)nn3)CC2)n1 (some centres undefined),5.7,-18.2,-0.9,14.8,-5.9,-1.9,10.1,-23.2,9.9,-20.2,-3.9

# Source: PubChem BioAssay

# Some of the compounds tested (hit frequency here may not be typical).
